aSyn yeast rescue: inhibitors of alpha-synuclein toxicity in yeast; S. cerevisiae alpha-synuclein toxicity rescue, BacTiter-Glo growth, 24 h; Potency, µM (titrated, usually from 46.1 µM), for inactives: top-dose growth rescue (activation), usual class: activators; 0.02% of 94,000 active; AID 1347070; active = well fitted activation curve with a large enough effect; note: 0% is about no effect
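Growth restoration measured by BacTiter-Glo luminescence after 24 hr at 30 deg C; alpha-synuclein yeast, raffinose-pregrown to mid-log, were added at OD600=0.02 in galactose medium onto pinned compounds.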
Starred values were filed as active, the others as inactive; & = joins results of further samples; [ ] = remark or other dose. Potency is the fitted concentration of half-maximal effect. Some of the compounds tested, so the mix of outcomes need not match the whole.

SMILES	aSyn yeast rescue
CCc1cc2c(cc3c(=O)n(CC(=O)NC4CCC(C)CC4)nc(CC)n32)s1 (stereo not given)	6%
CN(Cc1ccccc1)c1ncnc2c1nnn2C	-6%
COc1ccc(C2NC(=O)C(C#N)=C(S)N2c2cccc(C)c2)cc1OC (stereo not given)	-3%
COc1cc(C=NCc2ccccc2)ccc1O	-14%
COc1ccc(S(=O)(=O)N2CCC(c3ccncc3)CC2)cc1OC	1%
Cc1cccc(S(=O)(=O)c2c(C)cc(C)nc2Cl)c1	1%
COc1ccc(NC(=O)c2ccc3c(c2)CCN3S(C)(=O)=O)cc1	-6%
CCCN1CCN(C(=O)Cn2c(-c3cccs3)cc3ccccc32)CC1	7%
Cc1ccc(CNC(=O)CCNS(=O)(=O)c2ccc3c(c2)CCCC(=O)N3)cc1	3%
CCC(c1nnc(SCC(=O)NC2CCCCC2)n1Cc1ccccc1)N(C)C (stereo not given)	6%
COCCNC(=O)C(c1ccc(C)cc1)N(C(=O)CCC(=O)Nc1ccccn1)C1CCCCC1 (stereo not given)	5%
CCCN(CCC)C(=O)CSc1nc2ccccc2c(=O)n1Cc1ccco1	4%
COc1ccc(/C=C2\N=C(c3ccccc3)N(c3ccc(C(=O)O)cc3)C2=O)cc1OC	6%
COc1cc(Br)cc(C(=O)N2CCc3ccccc32)c1OC	12%
Cc1ccccc1CNC(=O)C(=O)NCC(c1ccco1)S(=O)(=O)c1ccc(F)cc1 (stereo not given)	6%
CCOc1ccc(-c2cn(-c3ccc(OC)cc3)c(SCC(=O)Nc3ccccc3Cl)n2)cc1	1%
CCOc1ccc(-n2c(C)nc3cc(C(=O)NC4CCCC4)ccc32)cc1	0%
CC(OC(=O)CSc1ccccc1)C(=O)NC1CCCCC1C (stereo not given)	-7%
C=CCSc1ncc(C(=O)OCC)c(N)n1	4%
CCC(=O)N(c1nnc(SC(C)C(=O)Nc2ccc(N3CCOCC3)cc2)s1)C1CC1 (stereo not given)	-6%
CCOC(=O)c1cc(C#N)c(N2CCNCC2)nc1C(F)(F)F	0%
COc1cccc(OCc2nn3c(=O)c(-c4ccccc4)nnc3s2)c1	7%
CC(C)(C)c1ccc(-c2nc(SCC(=O)Nc3ccccc3F)n3[nH]c(=O)cc3n2)cc1	-4%
CCCC1c2ccsc2CCN1C(=S)NC (stereo not given)	1%
Cc1ccc(S(=O)(=O)N(C)C)cc1NC(=O)c1sccc1Cl	6%
New compounds follow:
SMILES	aSyn yeast rescue
CCOC(=O)N1CCN(C(=O)Nc2ccc(NC(=O)N3CCN(C(=O)OCC)CC3)cc2)CC1	5%
COc1cccc(NC(=O)CSc2nnc(-c3ccco3)c(-c3ccco3)n2)c1	-39%[inhibitor]
CC1(C)O[C@H]2[C@@H](O1)[C@@H](C(=O)Nc1ccc(F)c(F)c1)O[C@@H]1OC(C)(C)O[C@@H]12	0%
COc1ccc(N(CC(=O)Nc2ccc(S(=O)(=O)N3CCOCC3)cc2)S(C)(=O)=O)cc1OC	1%
O=c1c2ccccc2n(Cc2ccccc2Cl)c(=O)n1CCc1ccccc1	8%
Cc1ccc(C)c(NC(=O)CN2C(=O)c3cccc4cccc2c34)c1	-8%
C=C1C(C(=O)Nc2ccc(OC)cc2)C1C(=O)Nc1ccc(OC)cc1 (stereo not given)	-6%
CCC(CO)NCc1cc(OC)c(OCC(=O)NCCc2ccccc2)cc1Br (stereo not given)	8%
Cn1c(=O)c2[nH]c(CNc3ccc(C(=O)O)cc3)nc2n(C)c1=O	-13%
COc1cccc(NC(=O)COC(=O)c2ccc3c(c2)OCCO3)c1	-1%
O=C(CCn1c(=O)c2cccn2c2cccnc21)NCc1ccccc1Br	-1%
COC(=O)c1sccc1S(=O)(=O)N(CC(=O)NCc1ccccc1)c1ccccc1	-2%
CCCCOc1ccc(CNC(=O)Cn2ncn3c(cc4cc(F)ccc43)c2=O)cc1	3%
Cc1ccc(CNC(=O)CSc2c3c(nc4cc(Cl)ccc24)CCCC3)cc1	-11%
O=S(=O)(c1ccccc1)N(CC1CO1)c1cc(Cl)ccc1Cl (stereo not given)	12%
COc1cc(OC)c(NC2=C(c3ccc(C(F)(F)F)cc3)C(=O)c3ccccc32)cc1Cl	-3%
Cc1cc2c(cc1S(=O)(=O)NCc1ccc(N(C)C)cc1)OCC(=O)N2	5%&1%
O=[N+]([O-])c1ccc2c(c1)c(-c1ccccc1)nc1nncn12	5%
COc1ccc(OCCCCn2c(C3CC(=O)N(c4cccc(Cl)c4)C3)nc3ccccc32)cc1 (stereo not given)	0%
O=C(Nc1ccc2c(c1)CCC2)c1ncoc1-c1ccccc1F	-6%
CN(Cc1nc(CC2CC2)no1)CC12CC3CC(CC(C3)C1)C2	5%
O=C1NC(=Nc2cccc(O)c2)S/C1=C\c1cccnc1	2%
N#Cc1nc(COc2ccccc2Cl)oc1NCCc1ccccc1	-8%
CC(Sc1nc(-c2ccccc2)c(C#N)c(=O)[nH]1)C(=O)Nc1ccc(F)cc1 (stereo not given)	2%
Cc1ccc(NC(=O)COC(=O)[C@@H]2CCCN2C(=O)c2cccs2)cc1S(=O)(=O)N(C)C	-5%
Going on with the list:
SMILES	aSyn yeast rescue
COc1ccc(CCNC(=O)c2ccc3c(c2)sc2nc(-c4ccc(C)cc4)cn23)cc1OC	-2%
CCCC(C)NC(=O)c1cccc(Oc2ccccc2)c1 (stereo not given)	-9%
CCN(CC)S(=O)(=O)c1cccc(C(=O)OCC(=O)NCc2ccccc2OC)c1	1%
COc1ccc(CN2CCNC(=O)C2CC(=O)NCCc2nc(C)c(C)s2)c(OC)c1 (stereo not given)	-6%
COc1ccc(-c2nc(C)c(CCNC(=O)c3cc(OC)c(OC)c(OC)c3)s2)cc1OC	7%
O=C1CC(c2nc3ccccc3n2CCCCOc2ccccc2)CN1c1ccccc1Cl (stereo not given)	5%
COc1ccc(CCN(C)CC(O)COc2ccc(C(C)=O)cc2OC)cc1OC (stereo not given)	13%
CCNc1nc(C)c(CN(C(C)=O)c2ccccc2)nc1C#N	-6%
Cc1nn(-c2ccccc2)c(-n2cccc2)c1C(=O)NCCc1ccc(Cl)cc1	-4%
COc1ccc(S(=O)(=O)N(CC(=O)Nc2cccnc2)c2ccc(Cl)cc2)cc1	9%
O=C(NC1CCCCC1)c1ccc2c(c1)N(Cc1ccc(Cl)cc1)C(=O)c1ccccc1S2(=O)=O	9%
C[C@@H]1CN([C@H](C)CO)C(=O)CCCn2cc(nn2)CO[C@H]1CN(C)C(=O)Nc1ccccc1C(F)(F)F	-8%
COc1ccc(Cl)cc1N=C1NC(=O)CC(C(=O)Nc2ccccc2C(F)(F)F)S1 (stereo not given)	-6%
COc1cccc2c1cc1c(=O)n(CC(=O)N3CCN(c4ccccc4F)CC3)nc(C)n12	-8%

Two entries from above, in markdown:
| SMILES | aSyn yeast rescue |
| --- | --- |
| CN(Cc1ccccc1)c1ncnc2c1nnn2C | -6% |
| CCCCOc1ccc(CNC(=O)Cn2ncn3c(cc4cc(F)ccc43)c2=O)cc1 | 3% |

An excerpt from above in order of length of the SMILES, largest number first.
SMILES	aSyn yeast rescue
C[C@@H]1CN([C@H](C)CO)C(=O)CCCn2cc(nn2)CO[C@H]1CN(C)C(=O)Nc1ccccc1C(F)(F)F	-8%
O=C(NC1CCCCC1)c1ccc2c(c1)N(Cc1ccc(Cl)cc1)C(=O)c1ccccc1S2(=O)=O	9%
COc1cc(OC)c(NC2=C(c3ccc(C(F)(F)F)cc3)C(=O)c3ccccc32)cc1Cl	-3%
COc1ccc(CCNC(=O)c2ccc3c(c2)sc2nc(-c4ccc(C)cc4)cn23)cc1OC	-2%
COc1ccc(-c2nc(C)c(CCNC(=O)c3cc(OC)c(OC)c(OC)c3)s2)cc1OC	7%
CC(Sc1nc(-c2ccccc2)c(C#N)c(=O)[nH]1)C(=O)Nc1ccc(F)cc1 (stereo not given)	2%
COc1ccc(Cl)cc1N=C1NC(=O)CC(C(=O)Nc2ccccc2C(F)(F)F)S1 (stereo not given)	-6%
COc1ccc(CN2CCNC(=O)C2CC(=O)NCCc2nc(C)c(C)s2)c(OC)c1 (stereo not given)	-6%
CCN(CC)S(=O)(=O)c1cccc(C(=O)OCC(=O)NCc2ccccc2OC)c1	1%
Cc1nn(-c2ccccc2)c(-n2cccc2)c1C(=O)NCCc1ccc(Cl)cc1	-4%
Cc1cc2c(cc1S(=O)(=O)NCc1ccc(N(C)C)cc1)OCC(=O)N2	5%&1%
COc1ccc(CCN(C)CC(O)COc2ccc(C(C)=O)cc2OC)cc1OC (stereo not given)	13%
O=[N+]([O-])c1ccc2c(c1)c(-c1ccccc1)nc1nncn12	5%
CN(Cc1nc(CC2CC2)no1)CC12CC3CC(CC(C3)C1)C2	5%
O=C(Nc1ccc2c(c1)CCC2)c1ncoc1-c1ccccc1F	-6%
CCNc1nc(C)c(CN(C(C)=O)c2ccccc2)nc1C#N	-6%
O=C1NC(=Nc2cccc(O)c2)S/C1=C\c1cccnc1	2%
N#Cc1nc(COc2ccccc2Cl)oc1NCCc1ccccc1	-8%
CCCC(C)NC(=O)c1cccc(Oc2ccccc2)c1 (stereo not given)	-9%

Screening results: PubChem BioAssay, National Center for Advancing Translational Sciences (NCATS)
